# LYPLA1 inh = LYPLA1 inhibitors, primary screen, counter-screen for PME1 inhibitor project, biochemical, fluorescence polarization, FP-Rh probe ABPP; inhibition, % at 5.9 µM; AID 2174, 2009; recombinant LYPLA1; actives 0.16% (n = 320,000); Acyl-protein thioesterase 1 (Homo sapiens), O75608;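 active = inhibition above the mean of all tested compounds plus 3 SD, set per campaign, cut at about 14% in these data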;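 note: inhibitors block serine hydrolase probe labeling of LYPLA1 so polarization falls; 0% = enzyme with DMSO and 100% = wells lacking LYPLA1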
# PAFAH1B2 FP inh = PAFAH1B2 enzyme inhibitors, primary screen, biochemical, fluorescence polarization, human. Platelet-activating factor acetylhydrolase IB subunit alpha2 (Homo sapiens), P68402. actives 1.2% (n = 340,000). recombinant PAFAH1B2, FP-rhodamine activity probe. inhibition, % at 3.39 µM;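 active = inhibition above the mean of all tested compounds plus 3 SD, cut at about 24% in these data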;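 note: 0% = enzyme with DMSO and 100% = wells lacking PAFAH1B2; many of its hits are not listed in these tables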
# PREPL inh = PREPL enzyme inhibitors, primary screen, biochemical, fluorescence polarization. inhibition, % at 5.96 µM. Prolyl endopeptidase-like (Homo sapiens), Q4J6C6. recombinant PREPL, fluorescence polarization activity-based probe. AID 2751, 2010. actives 0.68% (n = 320,000); in the data active = inhibition above about 43%;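 note: 0% = enzyme with DMSO and 100% = wells lacking enzyme; many of its hits are not listed in these tables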
# Target sequence (Q4J6C6 whole entry, looked up): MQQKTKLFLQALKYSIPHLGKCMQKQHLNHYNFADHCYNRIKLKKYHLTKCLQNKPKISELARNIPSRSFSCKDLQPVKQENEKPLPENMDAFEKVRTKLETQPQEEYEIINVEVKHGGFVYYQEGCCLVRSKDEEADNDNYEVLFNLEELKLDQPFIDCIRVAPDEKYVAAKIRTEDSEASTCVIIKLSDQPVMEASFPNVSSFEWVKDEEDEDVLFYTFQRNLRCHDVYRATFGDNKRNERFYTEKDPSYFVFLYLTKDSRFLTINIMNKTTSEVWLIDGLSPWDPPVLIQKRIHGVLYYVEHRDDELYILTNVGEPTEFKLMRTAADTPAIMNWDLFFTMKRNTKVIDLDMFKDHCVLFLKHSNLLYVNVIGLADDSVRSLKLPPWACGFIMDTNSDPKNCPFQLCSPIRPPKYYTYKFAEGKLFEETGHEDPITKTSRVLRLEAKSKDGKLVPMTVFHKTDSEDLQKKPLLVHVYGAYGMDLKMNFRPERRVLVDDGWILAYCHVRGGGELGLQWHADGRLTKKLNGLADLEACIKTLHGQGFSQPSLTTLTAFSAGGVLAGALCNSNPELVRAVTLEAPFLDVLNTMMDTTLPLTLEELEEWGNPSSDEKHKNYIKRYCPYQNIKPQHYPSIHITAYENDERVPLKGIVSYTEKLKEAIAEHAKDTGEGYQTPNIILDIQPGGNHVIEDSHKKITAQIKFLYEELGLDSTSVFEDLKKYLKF
# PAFAH1B3 FP inh = PAFAH1B3 enzyme inhibitors, primary screen, biochemical, fluorescence polarization, human; recombinant PAFAH1B3, FP-rhodamine probe; inhibition, % at 3.39 µM; actives 0.28% (n = 340,000); AID 492972, 2010;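 active = inhibition above the screen-wide average of all tested compounds plus 3 SD, cut at about 25% in these data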;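 note: 0% = enzyme with DMSO only and 100% = wells lacking PAFAH1B3 protein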
# Target sequence (Q15102 whole entry, looked up): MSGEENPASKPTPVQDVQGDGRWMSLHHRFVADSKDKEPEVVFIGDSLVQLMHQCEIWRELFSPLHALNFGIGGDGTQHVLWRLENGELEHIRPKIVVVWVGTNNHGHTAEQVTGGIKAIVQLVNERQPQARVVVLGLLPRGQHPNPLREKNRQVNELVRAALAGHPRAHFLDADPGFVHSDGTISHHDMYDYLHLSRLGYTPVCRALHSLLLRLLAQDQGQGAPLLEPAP
# PAD4 inh = human PAD4 inhibitors, primary screen, biochemical, fluorescence polarization, 1536-well format. Protein-arginine deiminase type-4 (Homo sapiens), Q9UM07. recombinant PAD4, RCA probe fluorescence polarization. inhibition, % at 6.36 µM. actives 0.41% (n = 330,000). AID 485272, 2010;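 active = percent inhibition above a cutoff equal to the mean of all tested compounds plus 3 SD, cut at about 15% in these data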;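 note: 0% = PAD4 with RCA probe and DMSO and 100% = probe without PAD4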
# LYPLA2 inh = LYPLA2 inhibitors, primary screen, counter-screen for PME1 inhibitor project, biochemical, fluorescence polarization, FP-Rh probe ABPP | actives 0.38% (n = 320,000) | inhibition, % at 5.9 µM | Acyl-protein thioesterase 2 (Homo sapiens), O95372 | recombinant LYPLA2;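 active = inhibition above the screen-wide mean plus 3 SD, limit set per campaign, cut at about 26% in these data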;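 note: 0% = LYPLA2 with DMSO and 100% = wells lacking LYPLA2 enzyme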
# pPAFAH inh = pPAFAH enzyme inhibitors, primary screen, biochemical, fluorescence polarization, human; Platelet-activating factor acetylhydrolase (Homo sapiens), Q13093; inhibition, % at 3.39 µM; actives 1.5% (n = 330,000); AID 463082, 2010; recombinant pPAFAH, FP-rhodamine probe fluorescence polarization;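 active = inhibition above the mean inhibition across the screen plus 3 SD, cut at about 25% in these data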;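 note: inhibitors block binding of the rhodamine activity-based probe so polarization drops; 0% = enzyme with DMSO and 100% = wells lacking pPAFAH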
# PME-1 inh = PME-1 inhibitors via competitive probe labeling, primary screen, biochemical, fluorescence polarization, FP-Rh probe, HTS. Protein phosphatase methylesterase 1 (Homo sapiens), Q9Y570. recombinant PME-1. inhibition, % at 5.9 µM. actives 0.53% (n = 320,000). AID 2130, 2009;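 active = inhibition above the campaign mean of all compounds plus 3 SD, cut at about 26% in these data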;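 note: competitive labeling of PME-1 active site by serine hydrolase directed probe; 0% = PME-1 with DMSO and 100% = wells lacking PME-1 enzyme; inhibitors block probe labeling so polarization falls and inhibition rises; many of its hits are not listed in these tables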
# GSTO1 inh = inhibitors of recombinant GSTO1, primary screen, counter-screen for RBBP9 inhibitor project, biochemical, fluorescence polarization; actives 1.1% (n = 300,000); inhibition, % at 5.96 µM; activity-based probe fluorescence polarization;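 active = inhibition above the campaign mean inhibition plus 3 SD, cut at about 35% in these data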;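 note: 0% = GSTO1-1 with DMSO and 100% = wells lacking GSTO1-1 enzyme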
# Starred values were filed as active, the others as inactive; · = no result given.
mol	LYPLA1 inh	PAFAH1B2 FP inh	PREPL inh	PAFAH1B3 FP inh	PAD4 inh	LYPLA2 inh	pPAFAH inh	PME-1 inh	GSTO1 inh
CN(C)C(CNC(=O)c1cccc(S(=O)(=O)N(C)C)c1)c1ccccc1 (centres undefined)	-1	1	4	-4	1	-1	-8	-1	0
O=C(NCC1CCCN(C(=O)c2cc(Cl)ccc2F)C1)c1ccc(F)cc1 (centres undefined)	-2	-1	17	6	2	3	0	3	-3
Cc1sc2ncnc(OCc3nnc(-c4cccs4)o3)c2c1C	-4	3	9	-1	-3	2	-3	1	1
CSc1sc(C(=O)NNC(C)=O)c2c1C=CCC2	3	·	-1	·	1	-4	11	-3	0
CCCOC(=O)CN1C(=O)c2ccccc2C1=O	1	-1	10	11	0	1	-5	1	7
O=C(Oc1nsnc1N1CCOCC1)c1ccccc1	1	-1	15	1	-1	7	5	3	4
N#Cc1ccccc1NC(=O)CSc1n[nH]c(-c2ccco2)n1	-5	7	1	14	-4	3	2	4	6
O=C(c1ccc(Cl)nc1)N1CCc2ccccc2C1	2	4	15	1	-6	1	4	-5	3
Cc1cccc(-n2ncc3c(N4CCOCC4)ncnc32)c1	1	1	1	10	4	0	3	-5	6
O=C(Nc1ccc(CN2CCOCC2)cc1)c1cccc(-c2cc3ccccc3oc2=O)c1	-4	-1	-9	-3	-1	7	1	-4	-9
O=C(CN1N=C(c2ccccc2)CCC1=O)NCc1ccccc1	1	0	-7	7	1	-3	0	10	8
CCCCSc1nn[nH]n1	2	3	-3	5	-4	1	0	-5	-2
CCC(CC)NC(=O)c1cccc(Oc2ccccc2)c1	-3	3	0	12	1	-1	1	1	-4
CC(C)Cn1c(SCC(=O)Nc2cccc(S(N)(=O)=O)c2)nc2ccccc2c1=O	-6	3	7	4	-4	-4	0	5	-6
CN(C)S(=O)(=O)c1cccc(NC(=O)CCc2nc3sc4c(c3c(=O)[nH]2)CCCC4)c1	-8	-3	18	4	-3	-2	5	7	·
NC(=O)C1CCN(c2nc3ccccc3nc2NS(=O)(=O)c2ccc(Br)cc2)CC1	·	4	19	7	5	·	0	·	·
CCCN(CC(=O)Nc1ccccc1C)C(=O)c1cccc(S(=O)(=O)N2CCc3ccccc3C2)c1	-2	5	11	5	2	0	8	3	-3
O=C1c2ccccc2C(=O)N1OCCOCCOCCON1C(=O)c2ccccc2C1=O	0	3	-5	2	5	-2	-2	1	-5
CCN1C(=O)/C(=C\N2CCN(c3cccc(Cl)c3)CC2)SC1=S	-4	0	23	6	-1	5	5	2	7
Cc1cc(C)c2nc(C(F)(F)F)nc(NCCCN3CCOCC3)c2c1	-5	0	0	-1	7	-7	5	5	1
CCOc1ccccc1N(C(=O)c1snc(C(N)=O)c1N)C(CC)C(=O)NC1CCCC1 (centres undefined)	2	3	-3	11	-6	2	6	0	-1
COc1ccc2oc3cc(C)[n+]([O-])c(-c4ccc(Cl)cc4)c3c2c1	-2	0	0	7	5	-1	-1	5	-1
CCOC(=O)c1c(C)n(CC(O)CN(CC)CC)c2cc(Br)c(OC)cc12 (centres undefined)	-2	4	26	6	-4	5	-1	1	1
CCCCC(CC)C(=O)Nc1ccc(C#N)cc1 (centres undefined)	-4	8	8	5	2	-9	0	-6	4
O=c1cc(CSc2nnc(COc3ccccc3Cl)o2)nc2sccn12	0	6	-17	3	0	9	-4	7	-4
Cc1ccc(-c2nc3ncccn3c2NC2CCCCC2)o1	1	8	2	-3	-4	1	2	1	5
COC(=O)c1ccc(NC(=O)C(=O)N2CCN(C(=S)Nc3cccc(C)c3C)CC2)cc1	0	5	17	8	0	50*	3	-1	-5
O=C(CCCN1C(=O)c2ccccc2C1=O)Nc1cccc(S(=O)(=O)NC2=NCCC2)c1	1	6	12	8	-4	7	2	-4	0
CC(=O)N=C1SC2CS(=O)(=O)CC2N1c1cccc(Cl)c1Cl (centres undefined)	2	5	-11	10	-1	3	-1	-4	7
CC(=O)c1c(NC(=O)c2ccccc2)[nH]c(-c2ccccc2)nc1=S	-6	7	8	9	8	-9	2	2	-21

# (more compounds)
mol	LYPLA1 inh	PAFAH1B2 FP inh	PREPL inh	PAFAH1B3 FP inh	PAD4 inh	LYPLA2 inh	pPAFAH inh	PME-1 inh	GSTO1 inh
CCCCOc1ccc(-c2nnn(C(C)C(=O)OCC)n2)cc1 (centres undefined)	-5	2	4	4	-1	1	2	-8	3
COc1ccc(S(=O)(=O)NC2CCCC2)cc1Cl	4	6	1	9	0	4	-1	3	5
CC(C)C(=O)N/N=C/c1ccc(OCc2ccccc2)cc1	0	10	5	11	1	-1	12	-1	-5
CSc1nc2ccsc2c(=O)n1-c1cccnc1	1	2	2	0	-5	0	4	5	-2
CC(C)Oc1cccc(C(=O)Nc2ccccc2N2CCOCC2)c1	1	0	1	3	0	4	3	-1	8
CCOC(=O)N1CCC(N(CCN(C)C)C(=S)Nc2ccccc2OC)CC1	2	-1	-3	2	0	7	2	2	9
COc1ccc(OC)c(/C=N/NC(=O)CCCC(=O)Nc2cccc(Br)c2)c1	-2	0	10	7	1	3	4	-7	-5
CC(=O)N1c2c(cc(Br)cc2S(=O)(=O)NCc2cccnc2)CC1C (centres undefined)	1	-7	14	11	-1	-5	-3	2	-6
COCCNC(=S)Nc1ccc(S(=O)(=O)Nc2cnc3ccccc3n2)cc1	-4	0	1	13	-5	-6	-1	-8	1
Cn1nccc1C(=O)NC(=S)Nc1cc(Cl)cc(Cl)c1	-1	0	6	-2	0	11	9	-1	1
CC(=O)Nc1sc(C)c(C)c1C(=O)Nc1ccc(C)cc1	-3	-1	4	1	-3	-1	6	4	-1
COc1ccc(N(CC(=O)N/N=C/c2ccco2)S(=O)(=O)c2ccccc2)cc1	-1	3	-20	5	1	-1	5	-5	10
CC(c1ccco1)N(C(=O)Nc1ccc(Cl)cc1)c1ccccn1 (centres undefined)	-4	0	-5	5	-3	2	-1	2	2
COc1ccc(CCNC(=O)C(NS(=O)(=O)c2cccc3nsnc23)C(C)C)cc1OC (centres undefined)	3	1	0	5	-1	11	7	-3	-3
NNC(=O)CN1C(c2ccccc2Br)=Nc2ccc(Br)cc2C1c1ccccc1 (centres undefined)	-9	2	-9	-4	-3	-16	-3	-5	-2
CCCOc1ccc(N2C(=O)CC(N(CCc3ccc(OC)cc3)C(=O)c3cccc(F)c3)C2=O)cc1 (centres undefined)	-2	-7	-2	-2	-1	-7	5	-3	0
Cc1cccc(C(=O)NC2CC(C)(C)NC(C)(C)C2)c1	3	2	2	-1	-1	3	3	6	6
COC(=O)c1ccccc1Sc1c(/C=N/OCc2ccc(Cl)cc2)c(C(F)(F)F)nn1C	-4	2	11	9	1	-4	-2	0	-1
CN1CCC(=NNC(=O)C(=O)Nc2ccc(F)cc2)CC1	-4	1	16	13	0	-3	1	10	2
CCC(C)[C@H]1CNCCN1CC1(c2ccccc2)CC1 (some centres undefined)	4	4	6	4	1	3	-1	0	-1
O=C(O)c1ccccc1C(=O)NNc1ccc(Cl)cc1	-2	-1	-2	2	-7	8	6	3	11
COc1ccc(Cc2nc(-c3ccc(Br)o3)no2)cc1OC	2	4	-3	6	-1	1	2	-3	6
C=CCC1Cc2c(cccc2[N+](=O)[O-])C(CC=C)N1 (centres undefined)	-7	2	39	-6	1	-9	11	-3	1
Cc1ccc(-c2nc3ccccc3c(=O)n2NC(=O)c2cccs2)cc1	1	0	-7	14	1	4	0	4	0
COc1ccccc1OCCC(=O)OCC(=O)c1c(N)n(C)c(=O)n(C)c1=O	1	-1	8	2	-1	1	2	-2	14
CCN1CCN(c2cc(C)c3cc(NC(=O)CCC(=O)N4CCN(c5ccccc5)CC4)ccc3n2)CC1	1	0	49*	-1	0	1	9	0	4
COc1ccc(/C=N/NC(=O)C(=O)N2CCCCCC2)cc1[N+](=O)[O-]	-2	17	9	14	0	0	4	-2	1
CC(C)C(=O)N1CCN(c2ccc(NC(=O)c3ccc4c(c3)OCCO4)cc2)CC1	1	2	4	-7	-1	-1	7	3	-10
CCC(=O)Nc1ccc(-c2nnc(SCc3ccc(C(=O)Nc4nccs4)cc3)n2CC)cc1	-2	-2	3	-3	-4	-6	4	4	-2
CC(C)(C)NC(=O)C(c1ccccc1)N(Cc1ccco1)C(=O)c1csnn1 (centres undefined)	1	3	-8	0	-3	-3	1	-3	0

# Other entries:
mol	LYPLA1 inh	PAFAH1B2 FP inh	PREPL inh	PAFAH1B3 FP inh	PAD4 inh	LYPLA2 inh	pPAFAH inh	PME-1 inh	GSTO1 inh
COc1ccc(CN(C)C(=O)COC(=O)c2c(C)nn(-c3ccc(F)cc3)c2Cl)cc1	-2	3	3	4	1	10	3	2	·
COc1ccc(N=CC2=C(O)c3ccccc3C2=O)cc1	-2	3	-2	5	-3	1	-1	-20	-19
COc1ccc(CNC(=O)NCc2ccc(OC)c(OC)c2)cc1OC	2	4	-9	10	-4	3	-2	-2	8
CCOc1ccc(NC(=O)CSc2nc3ccccc3c(=O)n2Cc2cccs2)cc1	-3	6	13	0	-5	3	-3	3	3
O=C(NCc1ccccn1)c1cc2n(n1)C(C(F)(F)F)CC(c1ccco1)N2 (centres undefined)	1	-3	-14	-7	-5	-9	-3	-8	-3
CC(=O)c1ccc(S(=O)(=O)N2CCN(CCOc3ccc(Br)cc3)CC2)cc1	3	2	5	4	-2	37*	3	1	·
CC(C)CC1=NN(C(=O)c2ccco2)C(O)(C(F)(F)F)C1 (centres undefined)	0	0	10	-1	0	3	3	1	13
Cc1ccc(C(=O)NCC(=O)NCCc2ccc(S(N)(=O)=O)cc2)s1	1	6	13	10	-3	7	2	-1	0
O=C(c1ccc(N2CCOCC2)c([N+](=O)[O-])c1)N1CCN(Cc2ccccc2)CC1	0	5	8	7	2	-1	5	-3	-3
CCOC(=O)CSc1nc(=O)n2ccccc2n1	-1	4	9	-3	-1	16	-1	-1	1
CCN1C(=O)c2cccc3c(N)ccc(c23)C1=O	15*	15	12	20	27*	23	15	23	11
COc1ccc(NC(=O)CNS(=O)(=O)c2ccc(Cl)cc2)cc1OC	-3	10	7	1	-2	8	3	0	-5
CN(C)c1ccc(C(=O)OCC(=O)Nc2ccc(S(N)(=O)=O)cc2)cc1	7	-3	7	-10	-12	9	14	-29	6
CNC[C@@H]1Oc2ccc(NS(=O)(=O)c3ccc(Cl)cc3)cc2C(=O)N([C@H](C)CO)C[C@@H]1C	·	24	15	11	2	·	21	·	·
CCCC(O)(c1ccc(Br)cc1)C(CN1CCOCC1)c1ccc(Cl)cc1 (centres undefined)	-1	0	14	0	-6	1	2	-5	-5
Cc1nn(-c2ccccc2)nc1C(=O)OCC(=O)N1CCCCC1C (centres undefined)	·	4	9	17	-3	·	-3	·	·
COc1ccc(Cl)cc1NC(=O)CSc1cccc[n+]1[O-]	·	6	4	4	-1	·	3	·	·

# Screens deposited in PubChem by The Scripps Research Institute Molecular Screening Center.

# This is a subset; the hit share may differ from the screen's.
